# OXTR potentiate: potentiators of human oxytocin receptor; 320,000 tested, 0.061% active; P30559; CHO-OTR cells, Fluo-8 calcium fluorescence, potentiator mode; 0% = oxytocin EC15, 100% = EC100; AID 2445; activation, % at 3 µM;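 active means activation above that plate's cutoff, the mean activation of tested compounds plus 3 SD, cut at about 6.6% in these data, passing the limit was not always enough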;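 further: 100% uses oxytocin at 75 nM as the full agonist control; some results filed as inactive read as strong as hits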
#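 assay system = CHO-OTR cells, human receptor | schedule = compound 6 min at room temperature before oxytocin, 100 s read | detection = Fluo-8 intracellular calcium fluorescence, ex 470-495, em 515-575 nm | evaluation = normalized max/min fluorescence ratio, % activation | control set = EC15 oxytocin alone as 0%, 75 nM oxytocin (EC100) as 100%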
# TAAR1 ag: human TAAR1 agonism; Q96RJ0; CHO RD-HGA16 TAAR1, Fluo-8 calcium fluorescence; vehicle wells 0%, saturating PEA agonist 100%; activation, % at 3 µM; 360,000 tested, 0.99% active; AID 624467;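 active means activation above the mean activation of all test compounds in the run plus 3 SD, cut at about 38% in these data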
#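 Test system: RD-HGA16 (CHO) cells co-expressing Gα16 and hTAAR1; dosing: one-point dosing at 3 µM (nominal); timing: 17-24 h seeding, 75 min 37 °C dye, 30 min RT; signal: kinetic Fluo-8 calcium fluorescence; read-out basis: % activation relative to PEA EC100 response; controls: DMSO and PEA EC100; replicates: n 1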
# CHO parental Ca: counter-screen: ATP calcium response change in parental CHO cells. parental CHO-K1, ATP-induced calcium, Fluo-8 fluorescence. inhibition, % at 5.6 µM. 330,000 tested, 0.63% active. AID 463079;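 active means inhibition above that plate's mean sample inhibition plus 3 SD, cut at about 26% in these data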;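 further: 0% = ATP-challenged DMSO wells and 100% = DMSO wells without ATP; some compounds past the cut are filed as inactive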
#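 Assay system: parental CHO cells; Read-out basis: percent inhibition of ATP-evoked calcium rise, normalized to controls; Benchmarks: ATP and no-ATP DMSO wells; Compound dosing: single nominal dose of 5.6 µM per compound; Signal: Fluo-8 calcium dye fluorescence; Also added: ATP as calcium-mobilizing challenge; Repeats: singlicate.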
# CHO-K1 Ca antag: nonselective inhibitor or artifact in parental CHO-K1 cells; inhibition, % at 3 µM; 360,000 tested, 0.6% active; ATP-induced calcium, Fluo-8 fluorescence; AID 602250;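 active means inhibition above a per-plate cutoff, the plate's mean sample inhibition plus 3 SD, cut at about 24% in these data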;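 further: 0% = DMSO plus EC80 ATP and 100% = DMSO alone without ATP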
# M1 ag: activates human CHRM1 receptor; P11229; CHO-K1 hM1, Fluo-8 calcium fluorescence, agonist mode; 0% DMSO, 100% acetylcholine EC100; activation, % at 3 µM; 360,000 tested, 0.33% active; AID 588814;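 active means activation above the run's mean compound activation plus 3 SD, cut at about 16% in these data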;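 further: peak over basal fluorescence ratio within a 140 s kinetic read after compound addition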
# Target sequence (P11229 whole entry, looked up): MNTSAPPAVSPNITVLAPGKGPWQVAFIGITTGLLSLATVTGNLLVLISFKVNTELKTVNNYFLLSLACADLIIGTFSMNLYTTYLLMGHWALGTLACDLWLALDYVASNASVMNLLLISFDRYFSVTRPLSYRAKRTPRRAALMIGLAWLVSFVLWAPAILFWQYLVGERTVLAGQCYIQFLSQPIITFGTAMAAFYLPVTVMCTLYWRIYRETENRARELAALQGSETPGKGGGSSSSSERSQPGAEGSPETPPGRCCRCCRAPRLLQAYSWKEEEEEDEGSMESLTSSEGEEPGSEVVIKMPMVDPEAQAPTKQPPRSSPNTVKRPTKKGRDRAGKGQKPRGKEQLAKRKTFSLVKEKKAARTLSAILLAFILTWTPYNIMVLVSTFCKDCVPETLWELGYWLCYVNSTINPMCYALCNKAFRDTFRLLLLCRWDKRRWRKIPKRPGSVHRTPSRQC
# CHO-K1 Ca PAM: nonselective activator or artifact in parental CHO-K1 calcium assay; ATP EC20, Fluo-8 calcium fluorescence; 0% at ATP EC20, 100% at ATP max; activation, % at 3 µM; 360,000 tested, 0.02% active;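 active means activation above the run cutoff, the mean activation of all test compounds plus 3 SD, cut at about 40% in these data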;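 further: peak over basal fluorescence ratio in a 140 s read after ATP addition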
# M1 ag parental: nonselective activator or artifact in parental CHO-K1 cells; 360,000 tested, 0.48% active; Fluo-8 calcium fluorescence; scaled to maximal ATP response, vehicle zero; activation, % at 3 µM; in the data active means activation above about 15%;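 further: untransfected CHO-K1 host cells lacking M1 receptor as counterscreen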
# V1R ag counter: V1a receptor agonism, counter-screen for OXTR agonists | P37288 | CHO-V1R cells, Fluo-8 calcium fluorescence, agonist mode; 0% DMSO, 100% 3 nM vasopressin | activation, % at 3 µM | 320,000 tested, 0.25% active;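 active means activation above the mean activation of all tested compounds plus 3 SD, per screening run, cut at about 20% in these data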;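 further: signal is peak over basal fluorescence ratio across a 100 second FLIPR read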
# Target sequence (P37288 whole entry, looked up): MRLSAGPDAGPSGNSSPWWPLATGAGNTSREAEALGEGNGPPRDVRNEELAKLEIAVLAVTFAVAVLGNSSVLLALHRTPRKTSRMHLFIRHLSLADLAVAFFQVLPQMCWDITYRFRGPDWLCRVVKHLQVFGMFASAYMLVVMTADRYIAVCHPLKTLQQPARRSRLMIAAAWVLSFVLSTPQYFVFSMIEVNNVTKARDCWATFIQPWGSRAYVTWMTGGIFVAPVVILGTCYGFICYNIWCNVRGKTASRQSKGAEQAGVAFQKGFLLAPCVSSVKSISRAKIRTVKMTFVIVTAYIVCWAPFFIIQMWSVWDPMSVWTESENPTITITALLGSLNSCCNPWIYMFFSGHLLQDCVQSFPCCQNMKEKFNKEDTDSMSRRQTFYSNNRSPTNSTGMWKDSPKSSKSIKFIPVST
# TAAR1 antagonist: human TAAR1 antagonism | inhibition, % at 3 µM | CHO RD-HGA16 TAAR1, Fluo-8 calcium fluorescence, antagonist | 360,000 tested, 1.5% active;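 active means inhibition above a per-plate cutoff, the mean inhibition of test compounds on that plate plus 3 SD, cut at about 49% in these data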;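 further: 0% = DMSO plus EC80 beta-PEA response and 100% = DMSO alone without agonist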
#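 Test system: RD-HGA16 CHO cells with stable hTAAR1 and Gα16 / Probe or stimulus: EC80 β-phenethylamine stimulus / Times: seeding 17-24 h prior, 75-min 37 °C, 30-min RT dye loading / Detection: Fluo-8 calcium-sensitive fluorescence / Read-out basis: % inhibition scaled between DMSO and EC80 PEA controls / Repeats: singlicate, one well per test compound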
# Active calls of the source: *; · = no result given. No enrichment for hits; overall some 3.3% were active at least once.
SMILES,OXTR potentiate,TAAR1 ag,CHO parental Ca,CHO-K1 Ca antag,M1 ag,CHO-K1 Ca PAM,M1 ag parental,V1R ag counter,TAAR1 antagonist
COc1cc(OC)c2cc(C(=O)N[C@@H](Cc3ccccc3)C(=O)O)n(C)c2c1,·,-1.0,·,-4.5,-0.7,22.3,0.2,·,0.6
Cc1cc(C)c(C)c(S(=O)(=O)Nc2cccc(S(=O)(=O)Nc3ccccc3C(=O)O)c2)c1C,-1.7,1.7,-11.3,-0.8,0.3,4.9,0.2,0.7,-11.1
Cc1cc(C(=O)NC2CCC(O)CC2)c(C)o1 (configuration not stated),3.3,0.2,-10.9,1.3,0.9,7.6,2.3,0.6,-2.9
CCOC(=O)c1cnn(-c2ncnc3c2cnn3C)c1N,-4.5,-0.1,-6.6,1.2,-1.8,-16.3,0.5,0.3,1.1
CCOc1ccc(Nc2nc3c(c(=O)[nH]2)CCCC3)cc1,-11.4,4.2,-12.5,-15.1,0.3,18.0,0.5,-0.3,-9.1
Cc1c(N2C(=O)CS/C2=N\N=C\c2ccccc2O)c(=O)n(-c2ccccc2)n1C,-0.8,10.3,-12.5,7.5,-3.2,-7.3,-0.2,0.6,11.1
CC1CC(=O)c2cnc(N3CCOCC3)nc2C1 (configuration not stated),0.1,2.9,5.6,-4.6,-3.0,10.0,2.0,0.7,-1.8
O=C(O)c1ccccc1NS(=O)(=O)c1cccc(N=Nc2c(O)[nH]c(=S)[nH]c2=O)c1,·,1.6,·,19.8,-3.1,-14.2,0.1,·,-13.8
CCO[C@H]1OC(C(=O)N2CCOCC2)=C[C@@H](c2ccc(Br)cc2)[C@@H]1CCCO,-11.7,8.4,-6.6,4.2,-5.1,-10.3,-0.2,1.0,-7.7
CCCCC(=NCCO)C1=C(O)C(C(=O)OC)C(C)(C)CC1=O (configuration not stated),-3.9,-0.6,-16.2,8.8,-2.4,-3.8,0.0,-0.3,4.6

# Shown with each value named: entries from further up
CCO[C@H]1OC(C(=O)N2CCOCC2)=C[C@@H](c2ccc(Br)cc2)[C@@H]1CCCO
  OXTR potentiate = -11.7	TAAR1 ag = 8.4	CHO parental Ca = -6.6	CHO-K1 Ca antag = 4.2	M1 ag = -5.1	CHO-K1 Ca PAM = -10.3	M1 ag parental = -0.2	V1R ag counter = 1.0	TAAR1 antagonist = -7.7

Cc1cc(C(=O)NC2CCC(O)CC2)c(C)o1 (configuration not stated)
  OXTR potentiate = 3.3	TAAR1 ag = 0.2	CHO parental Ca = -10.9	CHO-K1 Ca antag = 1.3	M1 ag = 0.9	CHO-K1 Ca PAM = 7.6	M1 ag parental = 2.3	V1R ag counter = 0.6	TAAR1 antagonist = -2.9

# Next records follow:
SMILES,OXTR potentiate,TAAR1 ag,CHO parental Ca,CHO-K1 Ca antag,M1 ag,CHO-K1 Ca PAM,M1 ag parental,V1R ag counter,TAAR1 antagonist
CC/C(=N/NS(=O)(=O)c1ccc(Cl)cc1)c1ccc(O)cc1,-8.1,1.6,-4.9,0.6,-7.1,11.6,0.4,1.1,-5.7
Cc1ccccc1-c1nn(-c2ccc(F)cc2F)cc1CNCCCO,-13.3,3.0,-17.7,15.1,-9.5,-14.4,0.0,0.8,7.2
Cc1ccc(C(=O)OCc2nnc(-c3ccc(Br)cc3)o2)cc1,-14.5,-1.6,-5.5,-2.2,-3.5,-2.4,-0.1,-0.2,-17.7
COc1ccc(NC(C)=O)cc1NC(=O)CN1CCN(C(=O)c2ccco2)CC1,4.1,7.4,-4.7,-28.5,-3.0,11.8,-0.1,0.2,-21.6
CC1(C(=O)NS(=O)(=O)c2ccccc2Cl)CCN1C(=O)CCC1CCCC1 (configuration not stated),·,1.9,·,9.3,-4.1,5.9,4.8,·,-13.8
Cc1cccc(NC(=O)C2(c3cccs3)CCOCC2)c1,-4.1,8.0,-8.2,-15.6,-3.3,20.0,0.9,-0.1,6.4
Cc1nn(CCCC(=O)NCCc2ccccc2)c(=O)c2nn(-c3ccccc3)c(C)c12,-1.9,-1.3,-24.8,-20.5,-5.5,8.9,-0.8,0.7,-36.2
S=C(NCC1CCCO1)N1CCN(c2ccccc2)CC1 (configuration not stated),6.1,8.5,-10.1,-3.3,-4.8,10.9,0.9,2.3,10.4
CCCCS(=O)(=O)NC1=NCN(Cc2ccco2)CN1,-20.6,3.6,-5.7,-9.4,-2.9,8.5,0.1,0.8,-10.9
CCN(C(=O)COC(=O)c1ccc2[nH]c(C)c(C)c2c1)c1c(N)n(Cc2ccccc2)c(=O)[nH]c1=O,·,7.7,·,-10.9,-1.1,5.2,1.8,·,-11.0
COc1cc(N2C(=O)c3ccccc3C2=O)c(Cl)cc1C(=O)OCC(=O)N1CCOCC1,-3.9,2.3,-18.4,-3.2,-0.1,18.8,1.0,-0.3,-14.8
COc1ccccc1NC(=O)C/C(N)=N/OCC(=O)Nc1cccc(Cl)c1,0.1,4.6,-14.3,-16.9,-2.6,13.0,2.7,1.2,-0.1
Cc1cc(/C=N/O)c(C)n1-c1ccccc1,-9.0,2.1,-1.3,15.8,-3.5,-12.2,0.8,0.7,-24.3
O=C(Nc1ccccc1N1CCCC1)c1ccc(N2CCCC2=O)cc1,-4.2,2.1,-21.6,3.0,-3.8,3.3,0.8,1.0,4.7
Cc1sc2nc(CN(C(=O)NC3CCCCC3)C3CCCCC3)[nH]c(=O)c2c1C,-2.2,-0.1,-4.1,-17.6,-4.4,12.6,0.4,0.4,-1.2
CCc1sc(N(C(=O)Cc2ccccc2)c2ccc(F)cc2)nc1-c1ccccc1,0.9,5.9,-13.3,-5.7,0.3,-5.0,0.2,0.1,17.0
CC(C)C[C@H]1CN(CCCC[C@H]2CNC(=O)C(=O)N2CCc2ccccc2)C(=O)C(=O)N1CCc1ccc(O)cc1,·,-0.1,·,-9.0,·,7.2,1.0,·,10.7
C[C@@H](C(=O)NCCc1c[nH]c2ccccc12)[C@@H]1C[C@@]1(C)[C@@H](NC(=O)OCc1ccccc1)c1ccccc1,-1.1,14.1,-4.0,5.4,-3.4,-20.9,0.0,0.0,42.3
Cc1cc(NC(=O)c2ccc(C(C)(C)C)cc2)no1,·,-2.5,·,-2.8,-1.4,17.9,0.2,·,-17.6
CCCC(CCC)C(=O)Nc1cccc(-c2cn3c(n2)SCC3)c1,-4.8,-2.1,-17.6,-15.2,-2.5,21.8,-0.2,-0.7,-8.5
OCc1ccccc1-c1cnc2cccnn12,·,0.2,·,-8.5,-0.1,14.4,-0.2,·,-9.6
O=C(O)c1sc2cc(C(F)(F)F)cnc2c1-c1ccccn1,-4.2,5.2,-6.0,2.0,-7.6,6.7,0.3,-0.7,1.2
Cc1ccc2c(c1)-c1c(ssc1=S)C(C)(C)N2C(=O)CN1C(=O)c2ccccc2C1=O,-16.4,13.5,-2.1,-0.1,-3.7,0.6,0.1,0.0,17.6
COc1cc(OC)c(C(=O)NNC(=O)CN(C)S(=O)(=O)c2ccc(Cl)cc2)cc1OC,-2.6,-2.4,-12.2,1.3,-3.4,3.8,0.4,-1.2,-8.2
CC(C(=O)OCC(=O)N1CCN(c2ccccc2)CC1)N1C(=O)c2ccccc2C1=O (configuration not stated),-0.4,3.5,-15.9,0.0,-3.3,-1.0,1.2,1.4,5.2
CCSc1nc(N2CCOCC2)c2c(c1C#N)CCCC2,-12.2,26.4,-22.8,-5.6,-5.1,21.2,-0.1,-1.4,-14.9
Cc1cc(Nc2cccc(C(F)(F)F)c2)n2nc(C)nc2n1,1.1,12.5,-12.7,-6.2,-5.6,14.6,-0.7,-0.6,7.7
Cc1noc(C)c1CC(=O)Nc1ccc2c(c1)OCO2,-3.6,2.9,-10.3,-14.6,-3.8,4.8,0.5,0.0,-1.5
Cc1cc(NC(=O)CSCc2nc(-c3cccc(Cl)c3)oc2C)no1,-6.5,-0.4,-14.5,-10.7,2.1,17.3,0.8,0.4,-9.8
O=[N+]([O-])c1ccc(O)c(C2=NNC(c3ccccc3F)C2)c1 (configuration not stated),-15.8,25.4,14.6,13.5,3.2,-15.7,11.7,9.6,15.1
CCCN(C(=O)CSc1nc2ccccc2n1CC)C1CCS(=O)(=O)C1 (configuration not stated),-9.4,2.1,-23.0,-4.2,-4.5,-6.8,0.8,0.3,-17.0
O=C(NC1(C(F)(F)F)NC(=O)N(CCc2ccccc2)C1=O)C1CC1 (configuration not stated),-7.5,5.5,-7.4,-1.2,-7.1,10.2,0.0,0.6,13.2
Cc1ccc(CNC(=O)C23CN(Cc4ccccc4)CC2C(c2ccc([N+](=O)[O-])cc2)=NO3)o1 (configuration not stated),-9.2,2.5,-8.9,0.1,-4.3,-16.3,-0.9,-0.5,19.3
CN1/C(=C\C(=O)CSc2ncn[nH]2)C(C)(C)c2ccccc21,2.4,9.0,-4.5,25.9*,-0.8,-11.4,4.0,1.3,-11.6
Cc1ccccc1S(=O)(=O)Nc1nc2ccccc2nc1N1CCc2ccccc2C1,-9.9,10.1,-27.2,-17.1,-6.1,17.2,1.2,-0.1,31.8
CCOC(=O)COn1c(-n2nc(C)cc2C)nc2ccccc2c1=O,-17.2,4.8,-2.1,-4.7,0.3,3.0,0.6,4.6,-7.6
Cc1ccc(C(=O)OCC(=O)Nc2ccc(C)c(S(=O)(=O)N3CCCCC3)c2)c(O)c1,·,1.5,·,-8.0,-2.6,2.2,0.1,·,27.8
CC1=C(C(=O)N2CCOCC2)CC(CC(=O)NCc2cccs2)C(=O)N1Cc1ccc(F)cc1 (configuration not stated),·,-0.7,·,1.0,-6.4,0.7,-0.5,·,-10.4
CC1CCCC(C)N1CCOc1cc(N)ccc1C#N (configuration not stated),·,1.0,·,-11.6,-7.4,14.8,0.3,·,-6.1
CCN1CC(CNCc2cn(-c3ccc(OC)cc3)nc2-c2ccccc2Cl)CC1=O (configuration not stated),-8.2,4.2,-16.9,-7.4,-4.4,13.3,0.5,-0.7,-17.5
CNC(=O)c1cn(-c2ccc(Cl)cc2)c(=O)c2ccccc12,2.3,10.6,-13.8,9.6,-7.5,-2.6,2.4,-0.3,0.5
Cc1occc1C(=O)N1CCCC(N2CCN(c3ccccc3F)CC2)C1 (configuration not stated),-8.8,0.4,-7.0,0.1,-4.8,2.4,0.3,0.7,-10.2
O=C(CSc1nc2ccccc2[nH]1)N/N=C/c1ccncc1,3.2,-0.1,4.7,2.8,-3.4,-8.3,0.1,0.4,7.0
O=C(CN(C(=O)CCC(=O)Nc1nccs1)c1cccc(F)c1)NCCc1ccccc1,-6.9,1.7,1.1,-10.1,2.5,11.5,7.4,2.1,6.5

# High-throughput results from PubChem BioAssay.
